HTR5A inv ag = HTR5A inverse agonists in luminescence cell assay, primary screen, counter-screen for OPRM1-OPRD1 heterodimer inverse agonist project, full-deck HTS; 5-hydroxytryptamine receptor 5A (Homo sapiens), P47898; HTR5A cell line, inverse agonism; inhibition, % at 9.3 µM; 0.083% of 340,000 active; in the data active = inhibition mostly above about 23%, no sharp cut-off; inactive = mostly below about 18%;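 also: 0% = cells with DMSO and 100% = no-cell wells with DMSO; some compounds called inactive have numbers as strong as hits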
MOR-DOR ag = agonists of OPRM1-OPRD1 heterodimerization, primary screen, cell-based, luminescence. cells. activation, % at 9.3 µM. 0.3% of 340,000 active; in the data active = activation above about 18%;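 also: 0% = vehicle-treated cells and 100% = reference agonist; values of inactives mirror those of a sister screen read the other way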
Target sequence (P35372 whole entry, looked up): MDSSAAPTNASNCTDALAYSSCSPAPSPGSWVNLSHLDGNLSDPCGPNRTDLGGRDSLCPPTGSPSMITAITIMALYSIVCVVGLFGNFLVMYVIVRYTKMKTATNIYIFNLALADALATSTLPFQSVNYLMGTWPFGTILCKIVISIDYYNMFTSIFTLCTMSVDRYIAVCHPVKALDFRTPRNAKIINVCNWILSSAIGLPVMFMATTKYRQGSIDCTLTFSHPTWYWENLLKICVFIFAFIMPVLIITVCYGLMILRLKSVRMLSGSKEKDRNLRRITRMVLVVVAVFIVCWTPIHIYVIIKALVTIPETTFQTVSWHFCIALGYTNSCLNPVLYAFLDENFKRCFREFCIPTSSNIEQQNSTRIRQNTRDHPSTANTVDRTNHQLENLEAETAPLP
Target sequence (P41143 whole entry, looked up): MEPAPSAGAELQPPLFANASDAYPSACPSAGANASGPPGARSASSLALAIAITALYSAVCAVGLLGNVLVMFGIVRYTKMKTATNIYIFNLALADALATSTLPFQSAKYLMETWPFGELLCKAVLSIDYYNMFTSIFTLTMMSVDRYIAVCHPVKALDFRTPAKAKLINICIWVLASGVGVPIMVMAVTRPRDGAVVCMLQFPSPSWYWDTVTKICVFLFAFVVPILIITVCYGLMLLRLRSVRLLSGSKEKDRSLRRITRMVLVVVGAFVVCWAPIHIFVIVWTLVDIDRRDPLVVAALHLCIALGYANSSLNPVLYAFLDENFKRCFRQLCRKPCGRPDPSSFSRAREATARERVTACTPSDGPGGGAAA
OPRM1-OPRD1 inv = inverse agonists of MOR-DOR heterodimerization, primary screen, cell-based, luminescence. Mu-type opioid receptor (Homo sapiens) + Delta-type opioid receptor (Homo sapiens), …. cell-based MOR-DOR heterodimer luminescence, inverse agonism. inhibition, % at 9.3 µM. 0.21% of 340,000 active; in the data active = inhibition above about 22%, passing the limit was not always enough;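 also: 0% = cells with DMSO and 100% = wells without cells with DMSO; values of inactives mirror those of a sister screen read the other way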
PfHsp90 set2 = growth inhibition of PfHsp90-expressing yeast, primary screen, antimalarial PfHsp90 inhibitor project, S. cerevisiae, BacTiter-Glo luminescence, single point, set 2 | BacTiter-Glo ATP, 48 h; yeast lacking PDR1 and PDR3 efflux regulators | inhibition, % at 9.4 µM | 0.32% of 310,000 active | AID 504621, 2011;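 active = every replicate shows inhibition above about 80%, whatever the replicate mean, limit read from the data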;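 also: 0% = DMSO neutral controls and 100% = 20 µM radicicol positive controls; yeast relying on Plasmodium falciparum Hsp90 in place of its own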
HTR5A ag = HTR5A agonists in luminescence cell assay, primary screen, counter-screen for OPRM1-OPRD1 heterodimer agonist project, full-deck HTS; 5-hydroxytryptamine receptor 5A (Homo sapiens), P47898; cell-based; activation, % at 9.3 µM; 0.61% of 340,000 active; in the data active = activation mostly above about 9.5%, no sharp cut-off; inactive = mostly below about 7.6%;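 also: 0% = cells with vehicle only and 100% = reference agonist; strong numbers were not always called active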
PKA-R1A act = activators of PKA-R1A holoenzyme, primary screen, biochemical, fluorescence polarization, Cy5-IP20, bovine R1A, mouse PKAc; cAMP-dependent protein kinase type I-alpha regulatory subunit (Bos taurus) + …; PKA-R1A dissociation; scaled: DMSO 0%, 113 µM cGMP 100%; activation, % at 11.4 µM; 0.083% of 340,000 active; AID 504707, 2011;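 active = percent activation above the mean of all tested compounds plus 3 SD, cut at about 19% in these data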;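 also: higher means more PKAc released from R1A so a rise in polarization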
Pemphigus Ab inh = inhibitors of pemphigus antibody binding to DSG3, primary screen, biochemical, bead-based, flow cytometry, scFv-GFP | Desmoglein-3 (Homo sapiens), P32926 | 0.48% of 310,000 active | binding (percent of control), % at 10 µM | DSG3-coupled beads, scFv-anti-DSG3-GFP binding; hits give low values;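 active = binding more than 3 SD below its plate's average and above zero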;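 also: hits lower antibody fragment binding to DSG3; some compounds called inactive have numbers as strong as hits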
AddAB inh = growth inhibition of E. coli expressing H. pylori AddAB, primary screen, AddAB inhibitor project, absorbance | 0.29% of 330,000 active | inhibition, % at 11.9 µM; in the data active = inhibition above about 12%;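 also: 0% = vehicle wells of infected cells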
Mot1-301 SUMO = yeast Mot1-301 growth rescue at high temperature, primary screen, SUMOylation pathway inhibitor project, S. cerevisiae, ATP luminescence, 38.5C | 1% of 320,000 active | S. cerevisiae Mot1-301 growth rescue; percent above DMSO median, 100 means doubled | AID 2716, 2010 | growth rescue, % at 18.8 µM;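 active = every valid replicate shows activation above 250% relative to neutral control wells; inactive = the rest, any valid replicate at or below 250%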;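 also: OY570 slx delta 5 strain wells were the positive control but not used for scaling; some compounds called inactive have numbers as strong as hits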
phage Ecoli inh = growth loss of phage-infected E. coli, primary screen, RecBCD inhibitor project, absorbance, with phage, HTS. inhibition, % at 11.9 µM. 0.26% of 360,000 active. AID 651602, 2012; in the data active = inhibition above about 11%
Ecoli viability = E. coli V3065 growth inhibition, primary screen, counter-screen for AddAB inhibitor project, absorbance, OD600; 18 h; inhibition, % at 11.9 µM; 0.27% of 330,000 active;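 active = inhibition above the campaign's mean inhibition across all tested compounds plus 3 SD, cut at about 9.9% in these data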;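 also: uninfected addAB+ strain grown without phage in ampicillin broth; 0% = DMSO wells and 100% = ciprofloxacin 0.95 µg/ml wells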
Starred values were filed as active, the others as inactive; . = no result given. Outcome played no part in choosing rows; 3.2% or so of the library scored in one or more.

| Molecule | HTR5A inv ag | MOR-DOR ag | OPRM1-OPRD1 inv | PfHsp90 set2 | HTR5A ag | PKA-R1A act | Pemphigus Ab inh | AddAB inh | Mot1-301 SUMO | phage Ecoli inh | Ecoli viability |
| --- | --- | --- | --- | --- | --- | --- | --- | --- | --- | --- | --- |
| CCOc1ccc(N(CC(=O)NCc2ccco2)C(=O)CCC(=O)Nc2nccs2)cc1 | -3 | -1.5 | 10 | 4 | 0 | -8 | . | 3.7 | 127 | 0.9 | -0.9 |
| CCCn1c(N)c(C(=O)CSc2nnc(C3CC3)n2Cc2ccccc2)c(=O)[nH]c1=O | 3 | -3.7 | 16 | -11 | 1 | -5 | 106 | 4.0 | 780 | 1.7 | 1.6 |
| COc1ccccc1OCc1nnc(SCC(=O)N2CCCCC2)o1 | -8 | -0.6 | 4 | -4 | 5 | 2 | 93 | . | . | 1.2 | . |
| O=C(C=Cc1cccc(O)c1)c1ccccc1O | 7 | -0.2 | 1 | 104* | -2 | -7 | 94 | . | . | -9.5 | . |
| CCN(CC)c1ccc(/C=N/NC(=O)CNC(=O)C2COc3ccccc3O2)c(O)c1 (centres undefined) | 15 | 1.5 | -9 | . | -4 | -2 | . | 2.6 | 174 | 3.7 | 0.4 |
| Cc1nc(SCc2ccccc2C#N)n[nH]1 | 0 | -2.7 | 14 | 16 | -1 | 0 | 111 | 3.0 | -9 | 2.6 | -0.5 |
| CCOC(=O)N1CCN(C(=O)CN(c2ccc(OCc3ccccc3)cc2)S(C)(=O)=O)CC1 | -14 | -2.8 | 15 | -2 | -1 | -7 | . | 0.3 | -9 | 0.9 | -1.8 |
| Cc1ccc(-c2cn3cccnc3n2)cc1NC(=O)c1ccc(Br)o1 | 10 | -1.2 | 7 | -5 | -7 | -6 | 81* | 2.1 | -12 | 2.6 | 0.6 |
| COc1ccc(C2c3c(n[nH]c3C)CC(C)(O)C2C(C)=O)cc1OC (centres undefined) | 0 | -0.6 | 3 | 7 | -1 | -6 | . | 2.1 | 241 | 2.5 | 0.3 |
| Cc1oc(-c2ccoc2)nc1CN(CC1CCC(=O)N1)C(C)C (centres undefined) | -8 | -0.1 | 0 | -21 | 3 | 2 | 105 | 0.1 | -19 | 1.2 | -1.2 |
| CC(C)NC(=O)c1cc(-n2cnnc2)ccc1Cl | 10 | -1.2 | 7 | . | 1 | 4 | 100 | -0.1 | 2 | -0.9 | -2.7 |
| CC(NC(=O)c1cc2ccccc2o1)C(=O)O (centres undefined) | 1 | -2.4 | 11 | -4 | 6 | 3 | 109 | 3.4 | -1 | 1.2 | 2.3 |
| O=C(Nc1nc(-c2ccc(Cl)s2)cs1)c1ccccc1 | 1 | 3.8 | -23 | -14 | 6 | -2 | 103 | 1.1 | -2 | 3.8 | 1.0 |
| N#CC1=C(SCc2ccccc2)NC(=O)CC1c1ccco1 (centres undefined) | 22 | -0.5 | 3 | -2 | 0 | -5 | 107 | 1.1 | -8 | 1.2 | 0.2 |
| N#CCCN(C(=O)COC(=O)c1ccc2c(=O)n3c(nc2c1)CCC3)c1ccc(F)cc1 | 3 | -1.9 | 10 | -26 | -1 | -1 | 105 | 4.3 | 6 | 0.3 | -1.5 |
| COc1cccc(CNC(=O)c2ccc(COc3ccccc3)cc2)c1 | 7 | -1.6 | 9 | -23 | -2 | 6 | . | 4.7 | 139 | 1.7 | 0.4 |
| CCCCSc1oc(-c2ccco2)nc1S(=O)(=O)c1ccccc1 | 7 | 0.7 | -4 | 2 | 0 | -4 | . | 1.6 | -7 | 1.2 | -0.6 |
| CC(=O)c1ccc(N(CC(=O)NC2CCCC2)C(=O)CNC(=O)c2cccs2)cc1 | -27 | -3.1 | 17 | -28 | 10 | 7 | 112 | 2.6 | -7 | 0.5 | 3.0 |
| O=C(CN1C(=O)NC(c2ccc(F)cc2)C1=O)NC1CCCCC1 (centres undefined) | -12 | -2.7 | 11 | -5 | 5 | 2 | 110 | 0.5 | 4 | . | -1.9 |
| Cc1cccc(NC(=O)[C@H](Cc2ccccc2)NC(=O)OCc2ccccc2)c1 | -1 | 2.9 | -16 | 21 | 0 | -2 | -3.4* | 3.3 | 260 | 3.8 | -3.9 |

Single values from the list.
COc1cccc(CNC(=O)c2ccc(COc3ccccc3)cc2)c1 in PfHsp90 set2 → -23
N#CCCN(C(=O)COC(=O)c1ccc2c(=O)n3c(nc2c1)CCC3)c1ccc(F)cc1 in Pemphigus Ab inh → 105

(continued)
| Molecule | HTR5A inv ag | MOR-DOR ag | OPRM1-OPRD1 inv | PfHsp90 set2 | HTR5A ag | PKA-R1A act | Pemphigus Ab inh | AddAB inh | Mot1-301 SUMO | phage Ecoli inh | Ecoli viability |
| --- | --- | --- | --- | --- | --- | --- | --- | --- | --- | --- | --- |
| C[C@H]1COC(=O)[C@@H](Cc2ccc(F)cc2)C/C=C\C[C@@H](CC(=O)N[C@@H](CO)Cc2ccccc2)C(=O)N1 | 5 | 0.1 | -1 | 4 | -2 | -1 | 107 | 0.7 | -18 | -0.4 | 0.7 |
| Cc1ccc(S(=O)(=O)Nc2ccc(N3CCOCC3)cc2)cc1C | -9 | 1.2 | -8 | 0 | 1 | -8 | 112 | 5.1 | 133 | 1.6 | 0.9 |
| O=C(NNC(=O)C12CC3CC(CC(C3)C1)C2)c1ccccc1O | -26 | -0.8 | 3 | 3 | 10 | -1 | 98 | -1.1 | 0 | 0.1 | 0.5 |
| O=c1c(Sc2ccccc2)c(C(F)(F)F)[nH]n1-c1ccccc1 | -7 | -1.4 | 7 | -1 | 0 | -3 | 97 | 3.4 | -20 | 3.9 | 4.1 |
| O=C(COC(=O)c1ccccc1)NC1CCCCCC1 | -16 | -2.9 | 14 | -4 | 4 | -16 | 123 | 2.1 | -3 | 0.3 | 2.7 |
| O=C(NCc1ccccc1)C1CCC(CNc2c(N3CCCCC3)c(=O)c2=O)CC1 (centres undefined) | -11 | -0.8 | 5 | 0 | 4 | -3 | 94 | 1.6 | -9 | 0.4 | 0.9 |
| COCCCOc1cc(NCc2ccccc2)c2ncn(C(C)C)c2c1 | -28 | 0.2 | -1 | -10 | 10 | 1 | 104 | -0.2 | 16 | 1.3 | -2.4 |
| Cc1ccc(OCc2nnc(SCC(=O)Nc3ccc4c(c3)OCO4)n2C)cc1 | 7 | -0.6 | 3 | . | -3 | -4 | 92 | -0.8 | -1 | 1.6 | -1.9 |
| CC1(C)CC(=O)c2c(oc3cc(O)c(O)cc23)C1 | -3 | -2.5 | 12 | 12 | 1 | 6 | 94 | -1.2 | 35 | 0.8 | -3.7 |
| O=C(Nc1cccc(S(=O)(=O)Nc2ccccc2F)c1)c1ccc2ccccc2n1 | 3 | 0.6 | -3 | -8 | 7 | -2 | 94 | -0.2 | 33 | 3.1 | 0.3 |
| COc1ccccc1N1C(=O)N(C(C)=O)C2C1Nc1ccccc1N2C (centres undefined) | -27 | 7.0 | -39 | -14 | 10 | -7 | 92 | -1.0 | -15 | -1.6 | -1.7 |
| CCCCN(C(=O)C1CCCO1)c1c(N)n(CC(C)C)c(=O)[nH]c1=O (centres undefined) | 8 | -1.4 | 9 | 22 | -3 | 13 | 106 | 0.9 | -17 | 2.5 | 1.4 |
| COc1ccccc1N(CC(=O)Nc1ccc(Br)cc1F)S(=O)(=O)c1cccs1 | -10 | -2.0 | 12 | . | 4 | 1 | 104 | . | . | 3.8 | . |
| Cc1ccc(CNC(=O)CCC2CCCN(C(=O)c3ccc4c(c3)OCO4)C2)o1 (centres undefined) | 19 | -2.2 | 11 | 2 | 0 | 1 | 94 | 0.5 | 0 | 1.1 | -1.1 |
| CCN(CC)C(=O)N1CCN(C(=O)N2CCOCC2)CC1 | -32 | -0.6 | 3 | -4 | -3 | -2 | . | 0.1 | -23 | 3.3 | 1.9 |
| Cc1ccc(S(=O)(=O)NC(CC(C)C)C(=O)N2CCCCCCC2)cc1 (centres undefined) | 3 | -0.2 | 1 | -44 | -1 | -2 | 105 | -2.4 | -7 | 1.9 | -1.9 |
| CSc1ccccc1OCc1cc(C(=O)N(C)C(C)c2ccccn2)no1 (centres undefined) | -21 | -1.4 | 8 | 14 | 5 | -1 | 107 | . | 0 | -0.5 | . |
| Cc1ccc(CNC(=S)NC2CCCCC2)cc1 | 15 | 1.9 | -8 | 8 | -6 | 7 | 108 | . | 1 | 3.7 | . |
| O=S(=O)(O)c1nc2ccccc2n1Cc1ccc(Cl)cc1 | 13 | -0.5 | 3 | 20 | -2 | -6 | 91 | 2.2 | -4 | -2.1 | 0.3 |
| Cc1ccc(CNC(=O)C2CC(c3ccccc3[N+](=O)[O-])=NO2)o1 (centres undefined) | -23 | -2.6 | 15 | 11 | 8 | -1 | 97 | 2.1 | 2 | 0.5 | -0.2 |
| COc1cccc(N2CCN(C(=O)c3cc(-c4ccccc4)nc4c3cnn4C(C)C)CC2)c1 | -31 | 1.6 | -6 | -7 | 12 | -2 | . | 0.8 | 4 | 4.7 | 0.7 |
| COc1ccc([C@H]2CC(=O)C=C(c3cc(Br)ccc3OC)C2)cc1 | 26 | -0.1 | 0 | 5 | 0 | -8 | 102 | 3.2 | -17 | 2.5 | -1.1 |
| COc1cc(C2NC(=S)NC(c3ccccc3)=C2C(C)=O)ccc1O (centres undefined) | 5 | -0.5 | 3 | -23 | -2 | 3 | 95 | -1.7 | 11 | 2.3 | 1.4 |
| COc1ccc(/C=C/C(=O)NCCOc2ccc(C)cc2)cc1 | 0 | -0.2 | 1 | 1 | 0 | -2 | 104 | 1.3 | 125 | 3.2 | 2.0 |
| CCN(CC)C(=S)NCCc1ccccc1 | 22 | -6.6 | 33 | -5 | 0 | 10 | 89 | -0.9 | 6 | 3.6 | -0.8 |
| C[C@@H](CN1C2=NC[C@H](C)N2C[C@H]1Cc1ccc(O)cc1)NC(=O)CCC1CCCCC1 | 8 | -2.9 | 16 | 7 | 4 | 6 | 100 | 0.2 | 5 | 2.5 | 1.7 |
| CC(=O)c1cccc(NC(=O)C(C)OC(=O)c2cc(C)oc2C)c1 (centres undefined) | -19 | -2.0 | 13 | 6 | -1 | -4 | 102 | . | . | -1.8 | . |
| Cc1ccc(-c2nnc(SCC(C)C)n2C)cc1 | -7 | -3.0 | 16 | 14 | 3 | -9 | . | 1.4 | 7 | 4.0 | -0.4 |
| CC(=O)NC(Cc1ccc(F)cc1)C(=O)NC1CCN(C(=O)NCc2ccccc2)CC1 (centres undefined) | 7 | -1.7 | 9 | 8 | 3 | 10 | 117 | -0.3 | 6 | -1.2 | -0.9 |
| Cc1nc2ccccc2n1CC(=O)OCC(=O)N1CCC(C)CC1 | 12 | 0.8 | -4 | . | -3 | 3 | 89 | 0.6 | 9 | 1.5 | 2.4 |

Screening results: PubChem, several laboratories
